Shn3 3UTR inh: reduces Shn3 3'UTR luciferase signal in osteoblasts | inhibition, % at 12.5 µM | AID 588674 | Clone20 osteoblast Shn3 3'UTR firefly luciferase, 24 h | 360,000 tested, 0.52% active;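 active = mean inhibition of at least 75% with every replicate also reaching 75%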;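 note: 0% = median of neutral control wells and 100% = pilot-screen positive control compound; some compounds past the cut are filed as inactive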
LMP1 NFkB inh: reduces LMP1-driven NF-kappaB luciferase signal; inhibition, % at 12.5 µM; 350,000 tested, 0.69% active; LMP1-induced NF-kappaB luciferase reporter cells, luminescence; in the data active = inhibition above about 41%;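 note: 0% = neutral control wells and 100% = reference inhibitor control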
NR2E3 ag-1: agonists of human NR2E3 nuclear receptor; CHO-S Gal4-NCOR/VP16-NR2E3 two-hybrid, luciferase; inhibition of corepressor binding, % at 3.98 µM; 360,000 tested, 0.35% active; AID 602229;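 active = inhibition above the mean of all tested compounds plus 3 SD, cut at about 70% in these data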;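 note: 0% = DMSO with NR2E3 transfected cells and 100% = cells lacking NR2E3 construct; higher means lower luciferase signal from less NR2E3 corepressor binding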
Target sequence (Q9Y5X4 whole entry, looked up, the tested form may be a part): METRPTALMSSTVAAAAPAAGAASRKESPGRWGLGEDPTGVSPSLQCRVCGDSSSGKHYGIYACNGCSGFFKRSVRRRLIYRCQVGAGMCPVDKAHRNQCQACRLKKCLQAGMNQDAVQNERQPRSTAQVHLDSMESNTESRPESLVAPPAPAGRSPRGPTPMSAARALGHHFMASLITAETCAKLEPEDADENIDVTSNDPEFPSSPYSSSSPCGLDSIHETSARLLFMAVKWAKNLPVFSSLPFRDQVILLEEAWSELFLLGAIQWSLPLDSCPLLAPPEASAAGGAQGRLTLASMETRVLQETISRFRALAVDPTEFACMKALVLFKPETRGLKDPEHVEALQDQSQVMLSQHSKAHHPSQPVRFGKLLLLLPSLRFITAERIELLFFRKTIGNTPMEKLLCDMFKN
NR2E3 ag-2: agonists of human nuclear receptor NR2E3; Q9Y5X4; GST-NR2E3/biotin-RetCOR TR-FRET, 1536-well; inhibition of corepressor binding, % at 4.78 µM; 320,000 tested, 0.12% active; AID 2300;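 active = percent inhibition above the cutoff of mean plus 3 SD of all tested compounds, set per screening campaign, cut at about 20% in these data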;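 note: 0% = DMSO wells and 100% = biotin wells as full block of FRET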
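Material: NR2E3–RetCOR corepressor complex / Amount: 1.35 nM GST-NR2E3 / Medium: Tris pH 7.5 / Compound: single nominal compound dose of 4.8 µM / Incubation: 5 h at 4 °C / Technique: TR-FRET, Eu(K)-anti-GST donor, streptavidin-D2 acceptor, ex 340, em 617/671 nm / Read-out basis: percent loss of FRET ratio relative to control wells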
iPSC survival up: enhancers of human iPSC single-cell survival; 360,000 tested, 0.044% active; hiPSC single-cell survival, ATPlite luminescence; 100% = ROCK inhibitor wells, 0% = DMSO; survival enhancement, % at 20 µM; in the data active = survival enhancement above about 18%;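 note: cells exposed to compounds for 16 hours before the ATP read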
CF NFkB block: blocks PAF-induced NF-kB reporter in cystic fibrosis cells | KKLEB NF-kB-GFP reporter, GFP fluorescence overnight | inhibition, % at 5 µM | 360,000 tested, 0.86% active | AID 588850;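 active = at least 50% inhibition at 5 µM, scaled per plate between neutral and stimulator controls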;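 note: PAF is a Pseudomonas aeruginosa culture filtrate used as stimulus; plate controls were PAF-stimulated DMSO wells for no effect and unstimulated DMSO wells for full effect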
TRPM1 prom inh: inhibitors of MITF-driven TRPM1 promoter in melanoma cells. SK-MEL-5 TRPM1 promoter luciferase, 24 h. inhibition, % at 12.5 µM. 330,000 tested, 0.83% active. AID 488899;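 active = mean inhibition across replicates of 60% or more, whatever share of single replicates reaches that level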; note: values of inactives mirror those of a sister screen read the other way
C8 TRAIL sens: sensitizes caspase-8 expressing cells to TRAIL; NB7+C8 cells + TRAIL, ATPlite viability luminescence; inhibition (viability loss, TRAIL sensitization), % at 10 µM; 360,000 tested, 1% active; AID 624354;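 active = compounds causing at least 50% loss of cell viability in the single-dose screen, relative to plate controls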
Peg3 prom inh: reduces Peg3 promoter-driven luciferase expression in HeLa | HeLa PEG-Prom luciferase reporter, luminescence, overnight | inhibition, % at 20 µM | 360,000 tested, 1.7% active;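 active = inhibition of at least 50% at 20 µM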
HIF-2a inh: HIF-2a inhibition | 786-0 RCC cells HIF-2a reporter, luciferase luminescence, overnight | inhibition, % at 18.8 µM | 360,000 tested, 0.72% active;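 active = inhibition of the luminescence signal of 40% or more relative to plate controls, in a single-dose primary screen at 18.75 µM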
KKLEB tox: counter-screen for CF NF-kB inhibitors: cytotoxicity; activity change (cytotoxicity), % at 5 µM; AID 602141; 360,000 tested, 0.36% active; KKLEB CF airway cells viability, ATPlite luminescence, overnight; active compounds read low; cells stimulated with P. aeruginosa culture filtrate;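 active = corrected activity change at or below -50% at 5 µM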
Numbers without * were called inactive; · = no result given; & = joins results of further samples; ! = a repeat was not active.

Results follow in this order: Shn3 3UTR inh	LMP1 NFkB inh	NR2E3 ag-1	NR2E3 ag-2	iPSC survival up	CF NFkB block	TRPM1 prom inh	C8 TRAIL sens	Peg3 prom inh	HIF-2a inh	KKLEB tox
> Cc1ccc(NC(=O)CN2C(=O)S/C(=C/c3ccc(-c4cc(C(=O)O)ccc4C)o3)C2=O)cc1C
→ -0.4	-3.0	-14.9	9.6	4.8	-1.3	·	4.4	9.4	10.0	-10.0
> O=C(CSc1nnc(C2CC2)n1Cc1ccccc1)NCc1ccccc1
→ 15.9	-6.1	1.8	-2.3	1.3	13.8	5.3	20.5	10.1	15.7	3.6
> Cn1c(SCC(=O)Nc2ccc3c(c2)OCCO3)nnc1C(F)(F)F
→ 9.0	2.3	-8.0	-0.8	0.6	-9.8	-6.6	-4.4	-17.7	-20.5	7.9
> CC1CC(C)CN(CC(O)COCc2ccccc2F)C1 (stereo unspecified)
→ -0.5	7.7	1.3	-2.9	-0.7	1.8	7.0	-9.4	0.8	13.9	7.0
> CCN1CCN(Cc2ccc(NC(=O)c3cc(NC(=O)c4cncc(-c5ccc(C#N)cc5)c4)cc(OC)c3)cc2C(F)(F)F)CC1
→ 97.8*	-25.4&-2.5	-22.6&-36.5	-1.5	-3.9&-3.5	56.6*!	96.9*	94.0*!	106.1*	88.5*!	-73.0*!
> COC(=O)C(NNc1ccc(F)cc1)(NC(=O)c1ccccc1)C(F)(F)F (stereo unspecified)
→ 9.9	-2.3	7.6	-1.8	-1.9	16.5	23.3	-7.5	19.6	3.0	4.4
> COc1ccc2c(C)cc(SCC(=O)N(C)C3CCS(=O)(=O)C3)nc2c1 (stereo unspecified)
→ -6.0	-1.6	-14.0	-0.3	-0.6	-1.8	14.7	-0.1	6.3	16.9	-12.8
> CSCCC(NC(N)=O)C(=O)Nc1ccc(C)cc1 (stereo unspecified)
→ 1.4	-4.4	-17.4	-1.2	1.3	-1.8	-13.5	-5.9	9.6	10.8	3.3
> CSc1sc(C(=O)O)c2c1C(=O)CCC2
→ 0.2	-2.2	-10.3	2.0	-1.4	-0.6	1.8	-7.6	5.6	0.2	-1.1
> CC(C)c1ccc(C(=O)NC2=NCCS2)cc1
→ -25.6	5.3	-159.1	-0.4	-1.5	-3.3	-33.4	69.8*	-181.4	-50.6	-9.9
> O=C(c1cc(-c2ccc(O)cc2)on1)N1CCOCC1
→ 0.2	12.0	-129.6	1.8	-0.7	9.8	-49.7	16.1	-211.8	-114.5	7.6
> CCOc1cc(N2CCOCC2)c(OCC)cc1NC(=O)c1ccc(NC(C)=O)cc1
→ 7.9	0.5	8.8	-3.3	1.1	-8.8	6.0	0.2	16.1	12.3	-3.4
> CCC(C)NC(=O)C1CCN(S(=O)(=O)c2cc([N+](=O)[O-])ccc2Cl)CC1 (stereo unspecified)
→ -15.6	4.7	-2.4	-2.3	-0.2	-22.0	11.9	-10.7	11.1	-18.8	-7.3
> O=C1COc2ccccc2N1Cc1c(F)cccc1Cl
→ -9.3	-6.0	-67.5	-2.7	-0.1	6.5	9.0	-5.4	4.6	6.4	-15.8
> Cc1ccc(C(=O)NNC(=O)c2ccc(S(=O)(=O)N3CCCCC3)cc2)cc1
→ 12.4	-1.0	17.5	·	2.6	5.4	-3.4	-8.2	4.6	1.9	-6.3
> N#CCCN1CCN(S(=O)(=O)c2ccc(C3CCCCC3)cc2)CC1
→ 33.6	7.6	23.8	-0.6	0.1	20.9	11.7	6.5	20.4	7.5	14.2
> COc1ccc(-c2noc(CCC(=O)N3CCN(c4cccc(Cl)c4)CC3)n2)cc1
→ -1.3	13.7	5.6	·	1.7	8.1	-13.3	-5.8	19.7	-1.9	19.0
> Cc1ccc(C2(C)NC(=O)N(CC(=O)N3CCc4ccccc43)C2=O)cc1 (stereo unspecified)
→ 16.4	-7.2	17.9	·	0.2	3.2	-0.7	-17.8	19.7	9.5	-1.5
> CCC(C)NC(=O)c1cn(CC)c2ccc(S(=O)(=O)N3CCCCC3)cc2c1=O (stereo unspecified)
→ 19.0	-1.2	-2.2	-1.2	-0.7	-8.8	-0.6	0.7	18.3	22.2	3.6
> COc1ccc(N2CCN(C(c3cccs3)c3nnnn3C3CCCC3)CC2)cc1 (stereo unspecified)
→ 36.6	-14.0	-7.3	1.8	0.0	5.8	2.0	9.2	13.1	-7.4	5.8
> O=C(c1nc(-c2ccccc2)n(-c2ccccc2)n1)N1CCCCCC1
→ 13.1	3.4	22.3	-2.7	-0.6	-11.6	6.8	4.1	12.6	4.6	8.2
> CCOc1ccc(S(=O)(=O)N2CCC(C(=O)N3CCN(C)CC3)CC2)cc1Cl
→ -3.7	9.0	10.0	-0.9	-0.2	21.0	3.9	-8.4	9.6	5.3	7.3
> Cc1ccc(/C=C/C(=O)Nc2nc3ccccc3[nH]2)cc1
→ -92.9	-18.8	-103.2	0.6	1.1	-0.1	-102.0	22.9	-146.3	-221.7	-9.2
> CCc1nc(OCCN(C)C)c2oc3ccccc3c2n1
→ 23.4	-9.3	-17.6	-1.2	3.2	-4.8	-0.5	-0.5	1.3	-22.7	-1.2
> O=C(CCN1CCCCCC1)Nc1ccc(F)cc1
→ -12.1	5.2	-11.3	-0.6	0.2	-8.6	13.6	27.0	3.6	8.0	5.0
> CC(C)C(=O)NC(=S)Nc1ccccc1N1CCN(C(=O)c2ccc(Cl)cc2)CC1
→ 18.5	5.8	-0.9	2.2	-0.4	11.3	-3.7	23.0	28.5	27.3	-10.2
> O=[N+]([O-])c1ccc2nn(Cc3ccccc3)cc2c1
→ 6.9	3.5	-50.8	4.8	-0.2	-11.2	-0.1	-4.0	-8.2	-15.6	-6.5
> CCCCN(C(=O)C1CC(=O)N(c2ccc(CC)cc2)C1)c1c(N)n(CCC)c(=O)[nH]c1=O (stereo unspecified)
→ 0.5	-2.4	-17.7	·	0.4	-6.6	9.5	-1.5	-9.7	-0.6	6.4
> COc1ccc(/C=C2/NC(=O)N(Cc3ccccc3F)C2=O)cc1OC
→ -2.4	-16.7	-33.2	3.7	-1.0	27.2	·	-1.3	5.6	-8.3	-34.3
> Cc1ccc2c(CN3CCC(C)CC3)cc(=O)oc2c1
→ -58.8	-60.4	-184.9	1.5	-1.2	-13.6	-48.8	6.2	-275.6	-206.6	7.5
> CSc1cccc(NC(=O)c2cc(S(=O)(=O)N3CCc4ccccc43)cn2C)c1
→ 65.7	-2.2	6.7	-1.9	0.4	0.5	·	-9.5	15.7	8.4	-4.0
> CC(C)Cc1nnc(NS(C)(=O)=O)s1
→ 6.6	-0.9	-4.6	1.7	3.1	12.5	-2.6	2.2	-6.2	-6.8	-0.4
> O=S(=O)(NCC(c1ccco1)N1CCN(c2ccc(F)cc2)CC1)c1ccc(F)cc1 (stereo unspecified)
→ 8.2	5.2	-10.8	-1.2	6.3	-4.1	-10.1	-9.6	22.5	19.4	-1.0
> C=CCNC(=O)Cn1nc(-c2ccccc2)ccc1=O
→ 15.4	-1.1	0.8	-1.5	-1.4	5.4	-6.5	-13.4	2.9	9.8	13.8
> Cc1cc(SCc2cccc([N+](=O)[O-])c2)nc(=O)[nH]1
→ -0.9	-2.9	-16.6	-1.5	-0.4	-3.4	-6.6	-14.7	-21.8	-11.2	7.6
> O=C(CNc1ccc(F)cc1)N/N=C/C1CC=CCC1 (stereo unspecified)
→ -40.0	0.5	2.6	3.2	-2.2	19.7	6.2	-4.0	0.6	-4.4	-3.5
> CC(C)Cc1c(O)nc(SCCN2CCOCC2)[nH]c1=O
→ -15.5	-4.5	-42.6	-0.3	0.2	15.2	-1.2	-1.7	7.7	11.3	14.1
> CCOc1ccc(-c2nnc(SCC(=O)NC3CC3)o2)cc1
→ -10.1	-8.6	-10.2	0.2	1.5	9.1	-17.3	2.9	-105.3	-85.4	0.8
> C/C(CCc1ccco1)=N\NC(=O)CNc1cccc2ccccc12
→ 6.0	4.3	-22.2	1.0	-2.2	-8.3	7.8	-4.2	-13.1	-5.7	4.0
> O=C(NCCO)c1cc2c([nH]c3ccccc32)c(-c2ccc(F)cc2)n1
→ 4.6	1.3	-1.3	·	-0.1	-48.9	21.4	13.3	29.0	16.1	3.1
> Cc1ccccc1-c1nnc(SCC(=O)NC2CCCC2)o1
→ 14.5	6.8	1.1	0.8	-0.5	-18.0	-19.1	18.1	-11.2	-10.6	6.6
> S=C1NCCOCCOCCOCCOCCNC(=S)NCCOCCOCCOCCOCCN1
→ 20.8	-22.1	-17.4	-0.2	2.3	0.0	-0.5	2.7	9.1	5.1	2.6
> CCOC(=O)C1(C)CCN1C(=O)c1ccc(OC)cc1OC (stereo unspecified)
→ 8.8	·	18.7	·	0.4	15.4	·	-13.3	13.2	5.4	-1.0
> CCOC(=O)c1ccc(N2C(=O)CC(N3CCC(Nc4ccc(F)cc4)CC3)C2=O)cc1 (stereo unspecified)
→ 4.6	1.8	-12.3	3.3	11.4	-5.3	14.3	1.0	12.3	7.5	-1.2
> CCOc1ccccc1N(CC(=O)NC(C)(C)C)C(=O)c1ccc(CN2CCOCC2)o1
→ -34.9	-0.3	-0.1	-0.7	-2.1	0.6	-3.1	21.0	6.3	-9.7	-7.5
> Cc1cc(C)n(CCCNC(=O)C2CC(=O)N(Cc3ccccc3)C2)n1 (stereo unspecified)
→ -14.8	-3.4	-16.5	-0.3	-0.5	-17.4	8.0	2.1	19.7	3.8	14.3
> CCC(C(=O)c1ccc(O)cc1)c1ccccc1 (stereo unspecified)
→ -3.8	-3.7	6.3	0.8	-1.2	-22.9	-1.9	-14.2	31.4	8.5	6.3
> O=C(c1cc2ccccc2[nH]1)N1CCOCC1
→ -8.8	-10.5	-19.3	-1.7	-0.5	9.3	23.8	-0.6	-3.6	-115.7	1.0
> Cc1ccccc1NC(=O)c1cccc(NC(=O)CCC(=O)O)c1
→ 6.1	1.3	-4.1	3.4	2.8	10.3	2.8	-0.8	7.3	6.9	-14.3
> CC(C)CNC(=O)C1(C)CCCN1C(=O)c1cncc(Br)c1 (stereo unspecified)
→ -9.7	·	-24.4	·	5.1	-18.3	·	12.0	-1.1	8.3	6.7
> O=C(CSc1ccc(F)cc1)N1CCC(c2nc3ccccc3s2)CC1
→ 8.2	-0.3	28.6	-2.5	-3.1	-1.8	6.8	0.1	6.1	-41.4	-24.0
> CCOc1cc2[nH]c(=O)n(Cc3ccc(C(=O)NCCCN4CCC(C)CC4)cc3)c(=O)c2cc1OCC
→ -9.4	4.4	-13.1	1.2	-0.8	-11.3	-10.6	14.7	82.2*	16.8	-3.3

Part of the list above in another layout.
compound | Shn3 3UTR inh | LMP1 NFkB inh | NR2E3 ag-1 | NR2E3 ag-2 | iPSC survival up | CF NFkB block | TRPM1 prom inh | C8 TRAIL sens | Peg3 prom inh | HIF-2a inh | KKLEB tox
Cc1ccccc1NC(=O)c1cccc(NC(=O)CCC(=O)O)c1 | 6.1 | 1.3 | -4.1 | 3.4 | 2.8 | 10.3 | 2.8 | -0.8 | 7.3 | 6.9 | -14.3
CC(C)CNC(=O)C1(C)CCCN1C(=O)c1cncc(Br)c1 (stereo unspecified) | -9.7 | · | -24.4 | · | 5.1 | -18.3 | · | 12.0 | -1.1 | 8.3 | 6.7

The list is partial (hit frequency here may not be typical).
